Compound activity (PubChem BioAssay)
HTT cytoprotect – protects HTT-Q103 PC12 cells, measured by ATP; Potency, µM (top dose mostly 56.4 µM), without a hit: cytoprotection (ATP increase), most hits filed as activators; PC12 HTT-Q103 induced, cytoprotection, ATP luminescence, 40 h; 230,000 tested, 0.14% active;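 note: potency is the fitted concentration of half-maximal effect; % of control where 0% means no effect; nearly all actives have a fitted effect of over 45% in size; toxic huntingtin expression switched on by the ecdysone agonist tebufenozide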
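PC12 cells with ecdysone-inducible HTT exon 1 Q103-GFP, induced with 100 nM tebufenozide and co-treated with library compounds in a dose series (1536-well, 1500 cells/well). Cytoprotection read as ATP content by ATPlite luminescence.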
CBFb-RUNX1 inh – inhibitors of human CBF-beta and RUNX1 interaction | AID 1477 | Q01196+Q13951 | AlphaScreen CBFb-His/RUNX1-biotin binding, biochemical | Potency, µM (doses to about 59.8 µM), without a hit: at the highest dose activity, negative = inhibition, hits mostly inhibitors | 230,000 tested, under 10 active; note: % of control where 0% means no effect
Target sequence (Q01196 whole entry, looked up): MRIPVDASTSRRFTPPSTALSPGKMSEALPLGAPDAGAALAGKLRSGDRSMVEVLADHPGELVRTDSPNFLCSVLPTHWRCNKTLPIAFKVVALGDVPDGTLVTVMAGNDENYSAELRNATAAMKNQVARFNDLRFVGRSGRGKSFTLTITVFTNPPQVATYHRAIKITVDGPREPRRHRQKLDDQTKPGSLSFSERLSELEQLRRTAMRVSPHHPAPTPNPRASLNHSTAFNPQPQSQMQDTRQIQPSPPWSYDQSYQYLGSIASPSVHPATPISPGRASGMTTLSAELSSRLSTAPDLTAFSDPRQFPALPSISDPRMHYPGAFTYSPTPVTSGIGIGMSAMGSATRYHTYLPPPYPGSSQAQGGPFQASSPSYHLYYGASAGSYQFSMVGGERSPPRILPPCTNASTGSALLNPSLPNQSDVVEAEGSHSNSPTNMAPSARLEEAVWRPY
Target sequence (Q13951 whole entry, looked up): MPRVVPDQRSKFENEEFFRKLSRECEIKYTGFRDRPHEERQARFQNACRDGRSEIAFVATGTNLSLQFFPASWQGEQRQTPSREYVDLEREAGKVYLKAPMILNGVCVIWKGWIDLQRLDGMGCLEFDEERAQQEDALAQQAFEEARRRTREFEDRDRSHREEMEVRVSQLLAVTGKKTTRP
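Bead-based AlphaScreen assay; binding partners His-tagged CBF-beta and biotinylated RUNX1 at 30 nM each. Compound exposure 15 min after a 20-min protein preincubation; bead step 90 min; all steps at room temperature.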
aGlu spleen mod – inhibits or activates alpha-glucosidase in human spleen homogenate. Potency, µM (series often up to 79.9 µM), for inactives: at the top dose activity change, negative = inhibition, usual class: inhibitors. human spleen homogenate, 4-MU-alpha-glucoside fluorescence. AID 2112. 240,000 tested, 0.006% active;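 note: potency is the fitted concentration of half-maximal effect; 0% = enzyme with vehicle and -100% = no enzyme basal signal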
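Human spleen homogenate (1 ug) incubated with compounds and 1 mM 4-methylumbelliferyl-alpha-D-glucopyranoside in pH 5.0 citrate/phosphate buffer, 37 C, 40 min. Stopped at pH 10; 4-MU fluorescence (Ex 365/Em 440 nm); AC50 by Hill fit.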
Lamin A splicing – LMNA splicing modulation; HeLa LMNA splicing GFP/RFP minigene ratio, 48 h; Potency, µM (titrated, usually from 46.1 µM), for inactives: at the top dose ratio change, negative = inhibition, hits mostly inhibitors; 200,000 tested, 0.01% active; active = well fitted inhibition curve with a large enough effect in the signal ratio, with a control signal flat, not every such curve was filed as active; inconclusive = small, poorly fitted or top-dose-only effect, or effect the other way, or a change in a side signal; the % refers to the signal ratio; note: potency is the fitted concentration of half-maximal effect; % is set by controls: 0 for no effect and ±100 for the full control effect
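S3 HeLa stable clones carrying a lamin A-EGFP splicing minigene plus DsRed2 were seeded at 600 cells/well in Opti-MEM with 2% FBS, pin-dosed and incubated 48 h at 37°C. Acumen cytometry (488 nm) gave the GFP/RFP total-intensity ratio.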
GAA glycogen mod – GAA glycogen-cleavage inhibition or activation; recombinant GAA, glycogen substrate, Amplex Red glucose oxidase fluorescence; Potency, µM (top dose mostly 76.4 µM), without a hit: at the highest dose activity change, negative = inhibition, most hits filed as inhibitors; 300,000 tested, 0.38% active;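 note: potency is the fitted concentration of half-maximal effect; 0% = full enzyme reaction and -100% = no-enzyme basal signal; the screen sought inhibitors and activators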
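Recombinant human enzyme (4 nM); glycogen substrate; 37 C, 40 min, pH 5.0. Readout: coupled glucose oxidase/Amplex Red fluorescence.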
HTT aggregate – reduces HttQ103-GFP aggregates in PC12 cells. AID 1688. Potency, µM (top dose mostly 46.1 µM), for inactives: at the top dose activity change, negative = inhibition, actives largely listed as inhibitors. PC12 HttQ103-GFP aggregates, Acumen cytometry, 40 h. 220,000 tested, 1.1% active; note: potency is the fitted concentration of half-maximal effect; % is set by controls: 0 for no effect and ±100 for the full control effect; nearly all actives have a fitted effect of over 60% in size
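Multiplexed with ATP-based cell death, this channel scores GFP aggregates in PC12 cells expressing inducible HTTex1-Q103-GFP. Induction used 100 nM tebufenozide; compounds were tested in concentration series.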
GAA inhib – blocks human lysosomal alpha-glucosidase; P10253; AID 1466; 200,000 tested, 0.005% active; purified human GAA, 4-MU-alpha-glucoside fluorescence; Potency, µM (series often up to 76.9 µM), for inactives: at the top dose activity change, negative = inhibition, actives largely listed as inhibitors;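 note: potency is the fitted concentration of half-maximal effect; plate controls were uninhibited enzyme wells for no effect and no-enzyme background for full effect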
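Human alpha-glucosidase, 4 nM, pre-mixed with test compounds before 400 uM 4-methylumbelliferyl substrate; 20 min room temperature at pH 5.0. Fluorescence read after pH 10 stop; AC50 values from Hill-equation fits.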
* hit, by the source's call; ? = inconclusive; . = no result given; [ ] = dose if it differs, or a comment. Unless noted, calls come from the whole dose curve; as a rule, active = well fitted curve in the direction sought with a large enough effect; inconclusive = small, poorly fitted or top-dose-only effect, or another doubt; inactive = no such curve, though single readings can be large; an effect the other way counts as inactive or inconclusive. The order is random; 1.5% or so of the library scored in one or more.

SMILES | HTT cytoprotect | CBFb-RUNX1 inh | aGlu spleen mod | Lamin A splicing | GAA glycogen mod | HTT aggregate | GAA inhib
CC1CCc2c(C(=O)Nc3nccs3)csc2C1 (stereo not drawn) | -4% | -6% | 2% | 17% | 14% | -28% | ?
Cc1cc(Br)ccc1-n1[nH]c(C)c(C=Nc2cccc3nsnc23)c1=O | -19% | -15% | -6% | 1%[46 µM] | 1% | 9% | 0%
CNc1ccc([N+](=O)[O-])cc1 | -10% | 5%[21.7 µM] | -6% | . | . | . | .
CCOc1ccc(-n2c(C)cc(C(=O)CCl)c2C)cc1 | -47%[inhibitor] | -12% | -7% | ? | 3% | -20% | -1%
COc1ccc(NC(=S)NCCc2c(C)[nH]c3ccc(OC)cc23)cc1 | 18% | -19% | -2% | 22%[9.22 µM] | -26% | ? | -4%
COc1cccc(OC)c1OCCCc1c(C)n[nH]c1C | 7% | 4% | 3% | -3% | -1% | 10% | -6%
COc1ccc(OCC(=O)OCC(=O)NCc2ccc(F)cc2)cc1 | 0%[10 µM] | 1% | 5% | -3% | 1% | 0% | 3%
CCc1ccc(C2C(C#N)=C(N)SC(N)=C2C#N)cc1 | 10% | -2% | -3% | 14% | -17% | 7% | -7%
Cc1cccc(C)c1N1CCc2cn[nH]c21 | -9% | -3% | -7% | -3%[0.0737 µM] | ? | 15% | 4%
O=C(CCNS(=O)(=O)c1c(Cl)cccc1Cl)OCC(=O)c1ccccc1 | . | 21% | 1% | 6% | -1% | 13% | ?
CC(O)CNCCCOc1ccccc1OCc1ccccc1 (stereo not drawn) | -29% | 9% | -2% | 2%[46 µM] | 13% | 3% | -13%
O=C(N/N=C/c1cccc(OC(=O)c2ccc3c(c2)OCO3)c1)c1cncc(Br)c1 | -7%[10 µM] | -1% | 2% | -10% | -8% | -13% | 0%
Cc1cc(N/N=C/c2ccco2)c2ccccc2n1 | . | 0% | 0% | . | -27% | . | 7%
Cc1ccc(-c2csc3ncn(/N=C/N(C)C)c(=O)c23)o1 | -24%[10 µM] | 0% | -5% | 0% | 1% | -8% | 9%
Cc1ccc2c(c1)C1CN(C)CCC1N2Sc1ccccc1[N+](=O)[O-] (stereo not drawn) | -19%[10 µM] | -27% | 2% | . | 3% | -9%[9.22 µM] | .
CCOC(=O)C1CN(c2cc3c(cc2F)c(=O)c(C(=O)O)cn3CC)OC1C(=O)OCC (stereo not drawn) | -18% | -1% | -7% | -5% | -3% | 7% | -4%
CCN(C(=O)COC(=O)COc1ccc2c(C)cc(=O)oc2c1)C1CCS(=O)(=O)C1 (stereo not drawn) | -12%[10 µM] | 23% | 9% | 9%[46 µM] | 10% | 18% | 3%
COc1ccc(CNc2nc(NCc3ccc(OC)cc3)n(C(=O)c3ccccc3[N+](=O)[O-])n2)cc1 | -6% | -1% | 4% | -2% | 2% | 13% | 10%
O=C(CCCN1C(=O)/C(=C\c2cccs2)SC1=S)Nc1ccc(C(=O)O)cc1 | -6% | -8% | 2% | . | 3% | 6% | -9%
O=C1C2CC=CCC2C(=O)N1c1ccc(NCCc2ccc(O)cc2)c([N+](=O)[O-])c1 (stereo not drawn) | . | 4% | 5% | ? | -16% | -17% | ?
Cc1cc([N+](=O)[O-])nn1CC(=O)N1CCc2ccccc2C1 | -3% | 2% | -6% | 8% | 1% | -7% | -5%
COc1ccc(C(=S)N2CCOCC2)cc1OC(=O)c1cc([N+](=O)[O-])c(C)c([N+](=O)[O-])c1 | 18%[10 µM] | -11% | -16% | 6% | -4% | -12% | 0%
O=c1oc2cc([N+](=O)[O-])ccc2nc1/C=C(O)/C=C/c1ccccc1 | -7%[10 µM] | 7% | 2% | . | ? | 18%[9.22 µM] | .
COc1ccccc1NS(=O)(=O)c1ccc(NC(=O)c2nc3ncccn3n2)cc1 | 24% | 4% | -8% | 9% | -4% | -20% | -11%
CC(=O)Nc1ccc(Oc2ccc(NC(C)=O)c(NC(C)=O)c2)cc1 | -22% | 0% | 1% | -2%[46 µM] | 7% | 0% | 8%
COc1ccc(CC(=O)NCC(=O)N/N=C/c2cc(Br)ccc2OC)cc1 | 15%[10 µM] | 5% | 3% | . | 4% | 9%[9.22 µM] | .
CCN1CCCC(OC(=O)c2cc(-c3ccccc3Cl)nc3ccccc23)C1 (stereo not drawn) | -9%[10 µM] | -3% | -13% | . | -11% | -1% | -5%
COc1cccc(/C=N/n2c(CO)nc3ccccc32)c1OC | -19% | 1% | 7% | 1% | -4% | -1% | -7%[15.4 µM]
COc1ccc(CNC(=O)c2cc(-c3cc(C)ccc3O)n[nH]2)cc1 | -16%[10 µM] | 0% | 2% | . | 2% | 23%[9.22 µM] | .
O=C(COC(=O)c1cnccn1)c1ccc([N+](=O)[O-])cc1 | 13%[10 µM] | -4% | 2% | . | -6% | 1%[9.22 µM] | .
C/C=C/C=C/C(=O)O | 7% | 11%[21.7 µM] | 9% | ? | . | 4% | .
Cc1nc(NC2CCCC2)sc1C(=O)N(C)C | -6% | 5% | -2% | -4% | 6% | -6%[9.22 µM] | -8%
Cn1c(=O)c(C#N)c(-c2ccccc2)n2cnnc12 | -10%[10 µM] | 3% | -3% | 2% | 0% | -10% | -6%
Cc1cccc(CSc2nnc3c(n2)[nH]c2ccccc23)c1 | 17%[10 µM] | 1% | -1% | . | 5% | 9%[9.22 µM] | 0%
C=C1C2c3ccccc3C(CC2(C)O[Si](C)(C)C)N1C(=O)OC (stereo not drawn) | 1%[10 µM] | -2%[13.1 µM] | 1%[17.4 µM] | 7%[9.22 µM] | . | . | .
COC(=O)CSc1nn(-c2ccc(F)cc2)c(=S)s1 | -29% | 22% | -4% | -12%[46 µM] | -2% | 11% | -4%
CCCN(CCC)CCNC(=S)Nc1ccc2nc3n(c(=O)c2c1)CCCCC3 | -40% | 2% | -17% | -7%[9.22 µM] | -13% | 3% | 10%
O=C(NCc1ccc2c(c1)OCO2)C12CN(Cc3ccccc3)CC1C(c1cccc([N+](=O)[O-])c1)=NO2 (stereo not drawn) | -1%[10 µM] | -18% | -9% | -12% | -18% | 7% | ?
CN1CCN(S(=O)(=O)c2cccc(S(=O)(=O)c3cccc(S(=O)(=O)N4CCN(C)CC4)c3)c2)CC1 | -12% | 2% | 4% | 21% | 1% | -8% | -9%
N[C@@H](C(=O)O)[C@@H](CC(=O)O)c1ccc(Cl)cc1 | -26% | 9% | -13% | . | . | . | .
CNc1nc(Cl)nc(NC(C)(C)C)n1 | 5% | 2% | 3% | -5% | 4% | 5% | -10%
CCc1nc2n[nH]c(N)c2c2c1CCCC2 | -4% | -1% | -1% | -3% | ? | -7% | 4%
O=C(O)CC(C(=O)O)N1C(=O)/C(=C/c2ccc(-c3nc4ccccc4s3)o2)SC1=S (stereo not drawn) | 2%[10 µM] | -7% | -7% | -17% | -13% | 9% | ?
Cc1ccc(-c2nsc3c(N4CCC(C(N)=O)CC4)ncnc23)cc1 | -22%[10 µM] | 9% | -6% | -11% | 3% | -4% | 1%
CCOc1ccc(CCNC(=O)c2[nH]c(C)c(C(C)=O)c2C)cc1OCC | -4% | -2% | 1% | . | -6% | 5% | -5%

Molecules from the list above containing a cyano group:
SMILES | HTT cytoprotect | CBFb-RUNX1 inh | aGlu spleen mod | Lamin A splicing | GAA glycogen mod | HTT aggregate | GAA inhib
CCc1ccc(C2C(C#N)=C(N)SC(N)=C2C#N)cc1 | 10% | -2% | -3% | 14% | -17% | 7% | -7%
Cn1c(=O)c(C#N)c(-c2ccccc2)n2cnnc12 | -10%[10 µM] | 3% | -3% | 2% | 0% | -10% | -6%

Next section
SMILES | HTT cytoprotect | CBFb-RUNX1 inh | aGlu spleen mod | Lamin A splicing | GAA glycogen mod | HTT aggregate | GAA inhib
COc1ccc(Cl)cc1NC(=O)CSc1nnc(CN2CCOCC2)n1-c1ccc(Cl)cc1 | -16% | -6% | -3% | 2% | -3% | 3% | -3%
COc1ccccc1NC(=O)OCC#CCOC(=O)Nc1ccccc1OC | -13%[10 µM] | ? | -3% | . | -13% | -1%[9.22 µM] | .
CC(CCc1ccccc1)NC(=O)COC(=O)c1cccc2ccccc12 (stereo not drawn) | 8%[10 µM] | 21% | 8% | -3% | -9% | -8% | -8%
CCN1/C(=C2\C(=O)N(C)C(=S)N2C)C=Cc2ccccc21 | 15%[10 µM] | -17% | -4% | -6% | -26% | -16% | -2%
C[N+](C)(C)C(Cc1ccccc1)C(=O)[O-] (stereo not drawn) | 0%[10 µM] | 3% | -2% | . | -10% | 4%[9.22 µM] | .
CC(C)(C)NC(=O)NC(=O)CSc1cccc(C(F)(F)F)c1 | 10%[10 µM] | 17% | 4% | -20%[46 µM] | -1% | -5% | -8%
COc1cccc(-c2cc(N3C(=O)Nc4ccccc4N3O)n[nH]2)c1 | 7%[10 µM] | -13% | 3% | -10% | -3% | 4% | 0%
C[C@H](NC(=O)c1nc[nH]c1C(=O)N1CCc2ccccc2C1)C(=O)OC(C)(C)C | 4%[10 µM] | 23% | 1% | . | 9% | -6%[9.22 µM] | .
CCCn1nnc(NC(=O)/C=C/c2cc(Br)ccc2OC)n1 | -23% | -5% | 4% | ? | 1% | -8% | 1%
O=C(c1ccco1)N1CCN(S(=O)(=O)c2ccc([N+](=O)[O-])cc2)CC1 | 11%[10 µM] | 2% | -5% | . | -10% | 2%[9.22 µM] | -6%
O=C(CCOc1ccccc1)N1CCN(c2ccc(O)cc2)CC1 | -19%[10 µM] | -16% | 4% | . | 6.3µM* | 15%[9.22 µM] | .
O=C(Cn1c2ccc(F)cc2c2nc3n(c(=O)c21)CCS3)Nc1ccc(Cl)cc1F | . | -8% | 1% | . | -3% | 5% | -8%
O=C(N/N=C/c1sc(=O)n(-c2ccccc2)c1Cl)c1ccccc1 | -14%[10 µM] | -6% | 1% | -4% | 1% | 12% | -13%
CN(C)CCCCCNCCCNC(=O)/C=N\O | 5% | 10% | -16% | 3% | 12% | 2%[9.22 µM] | -10%
COc1cc2oc(-c3ccc(O)cc3)cc(=O)c2c(O)c1OC | -8%[10 µM] | -3% | 2% | . | -16% | 13%[9.22 µM] | .
COc1cc(CNc2nnnn2C)ccc1OCc1c(F)cccc1Cl | . | -1% | -5% | ? | 16% | . | 13%
CC(C)NC(=O)NC(=O)COC(=O)c1cccc(S(=O)(=O)N2CCCCC2)c1 | -7%[10 µM] | -1% | 0% | 2% | 1% | 11% | -11%
